# Coupling enz – inhibits coupling enzyme system, counter-screen for aldolase hits | coupling enzyme system counterscreen, AmpLite Red fluorescence | activity change, negative = inhibition, % at 58.2 µM, hits read low | hit rate 0.67% among 290,000 | AID 2472; in the data active = activity change below about -30%
#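 Counterscreen lacking aldolase: glyceraldehyde-3-phosphate coupling-enzyme reagent preincubated 10 min at RT with compound (at 57.5 uM final), then substrate/coupling system with AmpLite Red added; fluorescence read at 525/598 nm after 20 min RT.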
# Giardia kill – Giardia lamblia killing. Giardia lamblia trophozoite viability. activity change, % at 7.66 µM, hits read low. hit rate 0.15% among 340,000; in the data active = activity change below about -80%; inconclusive = between about -30% and that limit;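 note: parasites exposed to compound for two days anaerobically before the ATP read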
#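 Media and compound were dispensed first, then trophozoites at 100 cells/well; plates sat 48 hrs at 37 deg C without oxygen before ATP luminescence reagent was added and read after 15-30 min at room temperature.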
# Eya2 phos inh – inhibitors of human Eya2 phosphatase activity | O00167 | recombinant Eya2, OMFP fluorescence dephosphorylation (OMFP is methylfluorescein phosphate) | Potency, µM (top dose mostly 76.9 µM), for the others: at the top dose activity, negative = inhibition, actives largely listed as inhibitors | hit rate 0.006% among 330,000 | AID 488837; note: potency is the fitted concentration of half-maximal effect
#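 Eya2 (0.2 uM) preincubated 10 min at ambient with compound, then OMFP substrate added at 50 uM; 10 min reaction in 50 mM HEPES pH 7.5, 50 mM NaCl, 5 uM MgCl2, 0.05% BSA, 1 mM DTT. Fluorescence read at Ex 485/Em 525 nm.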
# GALK inh – galactokinase (human) inhibition; hit rate 0.007% among 270,000; AID 1868; Potency, µM (top dose mostly 57.5 µM), inactives show at the top dose activity change, negative = inhibition, hits mostly inhibitors; P51570; Purified GALK, Kinase-Glo residual ATP luminescence; note: potency is the fitted concentration of half-maximal effect
#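 Quantitative HTS: GALK 5 nM, ATP 35 uM, galactose 100 uM, 1 h room temperature, then luciferase-based ATP detection.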
# hERG WT inh – inhibitors of human wildtype KCNH2 potassium channel. Q12809. U2OS, BacMam KCNH2, thallium flux FluxOr; active compounds read low. activity change, % at 1.84 µM. hit rate 0.37% among 340,000. AID 720551;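 active = maximum activity change below -70%; inconclusive = maximum activity change between -70% and -50%; inactive = maximum activity change above -50%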
#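 U2OS cells were transduced with wild-type KCNH2 virus (2.03 x 10^8 / mL) for 4 h at room temperature, then cultured overnight at 37 C. Thallium flux was read with FluxOr dye. Rate constants were normalized to DMSO controls.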
# B2AR arrestin – beta2AR (human) beta-arrestin recruitment activity; P07550; beta-arrestin recruitment to beta2AR, cell-based reporter; Potency, µM (doses to about 46.1 µM), for the others: at the highest dose activation, hits mostly activators; hit rate 0.02% among 330,000; AID 492947;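 note: potency is the fitted concentration of half-maximal effect; 0% = DMSO controls and full agonism = EC100 isoproterenol or metaproterenol; nearly all actives have a fitted effect of over 65% in size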
# Target sequence (P07550 whole entry, looked up): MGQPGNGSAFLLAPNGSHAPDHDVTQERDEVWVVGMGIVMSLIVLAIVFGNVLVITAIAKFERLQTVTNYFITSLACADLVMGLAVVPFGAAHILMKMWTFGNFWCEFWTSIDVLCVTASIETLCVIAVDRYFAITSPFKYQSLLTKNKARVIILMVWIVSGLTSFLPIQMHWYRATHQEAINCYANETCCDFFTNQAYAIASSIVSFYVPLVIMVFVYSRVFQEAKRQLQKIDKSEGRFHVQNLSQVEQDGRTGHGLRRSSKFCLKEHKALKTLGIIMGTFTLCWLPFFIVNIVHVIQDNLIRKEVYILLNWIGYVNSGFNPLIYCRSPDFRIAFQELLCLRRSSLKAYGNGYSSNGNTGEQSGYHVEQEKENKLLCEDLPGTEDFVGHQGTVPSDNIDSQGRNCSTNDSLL
# PKM2 act – increases activity of human pyruvate kinase M2 | Potency, µM (titrated, usually from 57.5 µM), without a hit: top-dose activation, actives largely listed as activators | AID 1631 | purified PKM2, Kinase-Glo ATP luminescence, activation; response scale: 0% is enzyme alone, no compound | hit rate 0.34% among 260,000 | P14618; note: potency is the fitted concentration of half-maximal effect; nearly all actives have a fitted effect of over 55% in size
#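 hPK-M2, >95% pure; 0.1 mM ADP / 0.5 mM PEP final; imidazole pH7.2 buffer w/ 7 mM MgCl2, 50 mM KCl; 1 h RT; Kinase-Glo lum. Intermediate enzyme activity for dual inhibitor/activator qHTS.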
# KCNH2 3.1 block – inhibitors of human KCNH2 3.1 potassium channel isoform; U2OS KCNH2 3.1, thallium flux FluxOr; active compounds read low; activity change, % (tested at about 1.8 µM); hit rate 0.95% among 340,000;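 active = maximum activity change below -70%; inconclusive = maximum activity change from -70% to -50%; inactive = maximum activity change above -50%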;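 note: thallium influx rate constant from kinetic fluorescence after stimulation buffer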
#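 Virally transduced U2OS (3.1 isoform, 4 h infection in dark at RT) → overnight 37 C → FluxOr + Red40 in HBSS/HEPES, 45 min → stimulation buffer, 2 min kinetic read → rate constant vs DMSO controls.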
# USP2a inh – USP2a (human) protease inhibition. hit rate 0.01% among 330,000. O75604. USP2 core, Ub-CHOP2 coupled fluorogenic reporter, 485/531. AID 463254. Potency, µM (top dose mostly 38.3 µM), inactives show at the top dose activity change, negative = inhibition, usual class: inhibitors;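 note: potency is the fitted concentration of half-maximal effect; plate controls were DMSO wells for no effect and full inhibition by NEM control for full effect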
# Target sequence (O75604 whole entry, looked up): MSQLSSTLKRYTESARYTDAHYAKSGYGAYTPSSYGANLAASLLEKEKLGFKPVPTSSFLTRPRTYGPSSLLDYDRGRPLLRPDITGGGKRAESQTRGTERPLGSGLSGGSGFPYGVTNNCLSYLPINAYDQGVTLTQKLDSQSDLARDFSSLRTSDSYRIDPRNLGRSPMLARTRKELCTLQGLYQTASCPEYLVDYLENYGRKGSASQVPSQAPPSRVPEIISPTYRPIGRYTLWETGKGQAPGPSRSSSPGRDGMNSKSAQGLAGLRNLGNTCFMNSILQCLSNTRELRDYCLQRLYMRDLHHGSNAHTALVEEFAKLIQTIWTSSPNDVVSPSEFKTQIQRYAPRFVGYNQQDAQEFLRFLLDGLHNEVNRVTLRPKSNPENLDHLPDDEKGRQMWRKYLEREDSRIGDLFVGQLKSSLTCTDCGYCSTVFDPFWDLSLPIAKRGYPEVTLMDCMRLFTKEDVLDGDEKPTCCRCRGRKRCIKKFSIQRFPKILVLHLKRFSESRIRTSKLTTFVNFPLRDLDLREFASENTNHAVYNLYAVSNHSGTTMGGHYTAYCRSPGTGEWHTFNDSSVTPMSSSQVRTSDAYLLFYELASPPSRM
#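 Cell-free coupled assay: 10nM USP2 core preincubated 30min RT with compound in Tris-HCl pH 8.0/CaCl2/CHAPS buffer, then 25nM Ub-CHOP2 and 25nM reporter substrate; fluorescence (Ex 485/Em 531) read after 60min RT, normalized to NEM inhibition, concentration-response curves fitted.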
# uPA generation – cell surface uPA generation inhibition; hit rate 0.31% among 330,000; cell surface uPA generation assay, qHTS; Potency, µM (series often up to 38.3 µM), inactives show at the top dose activity change, negative = inhibition, actives largely listed as inhibitors; active = well fitted inhibition curve with a large enough effect; inconclusive = small, poorly fitted or top-dose-only effect; inactive = no such curve, though single readings can be large or run the other way; tested in mouse RAW 264.7 cells; note: potency is the fitted concentration of half-maximal effect; nearly all actives have a fitted effect of over 55% in size
# BCR signal inh – blocks chronic active B-cell receptor signaling | hit rate 0.05% among 340,000 | ABC-DLBCL IkBa-CBG/CBR reporter, luminescence ratio, 4 h | AID 493014 | Potency, µM (titrated, usually from 46.1 µM), for the others: top-dose ratio change, negative = lower green/red ratio, hits mostly inhibitors; active = well fitted inhibition curve with a large enough effect in the signal ratio, with a control signal flat, not every such curve was filed as active; inconclusive = small, poorly fitted or top-dose-only effect, or effect the other way, or a change in a side signal; the % refers to the signal ratio;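 note: potency is the fitted concentration of half-maximal effect; plate controls were basal doxycycline-induced cells for no effect and cells given 10 µM MG132 for full effect; MG132 reads +100%, hits lower the ratio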
#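 TMD8 ABC-DLBCL cells carrying doxycycline-inducible green luciferase fused to IkappaBalpha plus unfused red luciferase were exposed to compounds (up to 46 uM) for 4 hrs at 37C. Activity came from the overlap-corrected green/red luminescence ratio.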
# * = called active by the depositor; u = inconclusive; x = no result given; [ ] = dose if it differs, or a comment. Unless noted, calls come from the whole dose curve; as a rule, active = well fitted curve in the direction sought with a large enough effect; inconclusive = small, poorly fitted or top-dose-only effect, or another doubt; inactive = no such curve, though single readings can be large; an effect the other way counts as inactive or inconclusive. Unless noted, % is set by controls: 0 for no effect and ±100 for the full control effect.
SMILES,Coupling enz,Giardia kill,Eya2 phos inh,GALK inh,hERG WT inh,B2AR arrestin,PKM2 act,KCNH2 3.1 block,USP2a inh,uPA generation,BCR signal inh
CN(C)CC(C)(C)CNC(=S)Nc1ccc(S(=O)(=O)N2CCOCC2)cc1,-1,6,-3%,2%,7,-0.3%,2%,7,-2%,2%,0%
Cc1cccc(NC(=O)c2c([N+](=O)[O-])c(C(C)(C)C)nn2C)c1,3,4,2%,0%,3,8.5%,0%,-6,2%,-17%,1%
O=C(Cn1cnc2c(nnn2-c2cccc(Cl)c2)c1=O)NCc1ccccc1,6,-22,-23%,12%,12,0.3%,12%,-2,0%,8%,-2%
CC(C)(C)OC(=O)C[C@@H]1C/C=C\C[C@@H](CC(=O)N(CCO)Cc2ccccc2)C(=O)NCCOC1=O,x,-8,-3%,x,x,0.1%,x,x,2%,19%,0%
COc1ccc(C(=O)O)cc1S(=O)(=O)Nc1cccc(C)c1,7,-14,12%,4%,2,0.1%,-11%,4,-1%,5%,u
COCCC1CCCCN1C(=O)c1cc(COc2ccc(-n3cncn3)cc2)on1 (configuration not stated),x,-12,12%,8%,-2,-0.2%,-12%,8,-3%,-2%,-3%
CCOc1ccccc1CNS(=O)(=O)c1ccc2c(c1)C(C)(C)C(=O)N2C,0,4,u,0%,-8,0.1%,x,2,0%,6%,-2%
O=C(CCNC(=O)Cn1cnc2ccccc2c1=O)NCC1COc2ccccc2O1 (configuration not stated),-3,7,2%,x,0,-0.2%,1%,-12,1%,-2%,1%
CNCc1cc(Cl)cc(OC)c1OC(C)C,0,-5,-15%,11%,14,-0.2%,-8%,33,-1%,-2%,0%
Cc1ccc(C(=O)CSc2nnc(-c3ccco3)o2)o1,2,-12,-10%,0%,14,-0.8%,4%,0,13%,-7%,7%
COc1ccc(C(=O)NNC(=O)C(=O)NCc2ccccc2)cc1,1,21,-5%,9%,-7,-1.0%,0%,-3,-3%,-1%,8%
O=C(CSc1ccccc1C(=O)NCCCN1CCCC1=O)NCc1ccco1,-4,5,-7%,2%,-11,-0.4%,9%,10,-2%,4%,-10%
O=C(NC(=S)Nc1cccc(Cl)c1N1CCCCC1)c1ccc2c(c1)OCCO2,-6,-11,-2%,1%,-10,0.5%,-12%,9,5%,2%,-2%
Cc1ccc(NC(=O)NCCCN2CCOCC2)cc1,0,-1,-2%,0%,14,0.1%,2%,-2,1%,2%,7%
COc1cc(OC)nc(NC(=O)CN2CCN(c3ccc(F)cc3)CC2)n1,1,-12,10%,-2%,0,0.4%,-5%,-8,2%,x,3%
COc1ccc(S(=O)(=O)NCC(=O)NCc2cc(=O)n(C)c(=O)n2C)cc1F,0,-3,10%,2%,9,-1.5%,-7%[0.46 µM],0,0%,-11%,1%
Cn1c(=O)c2sccc2n2c(CCCC(=O)N3CCN(c4ccccn4)CC3)nnc12,x,7,-1%,-1%,1,0.2%,x,1,-1%,-6%,-4%
COc1cccc(COCCN2CCN(S(=O)(=O)c3ccc(C)cc3)CCC2=O)c1,2,6,3%,x,-3,8.4%,u,0,2%,10%,u
COC(=O)Cn1c(O)c(N=NC(=O)CNC(=O)c2ccc3c(c2)OCCO3)c2ccccc21,4,-24,2%,-1%,2,0.1%,x,4,0%,-21%,u
COc1cc(C)nc(NS(=O)(=O)c2ccccc2Cl)n1,0,-10,9%,0%,-3,-1.8%,-2%,9,-1%,0%,3%
CCOC(=O)c1c(NC(=O)CSc2n[nH]c(-c3ccco3)n2)sc(C)c1C,4,10,-5%,-2%,3,-0.2%,9%,-4,2%,4%,-1%
COc1ccc(/C([O-])=C(/C(=S)Nc2ccc(C)c(C)c2)n2c[n+](C)c3ccccc32)cc1OC,3,2,-10%,4%,3,-0.4%,1%,1,0%,x,1%
Cc1ccc(N2CCN(c3ccc(C)cc3)C2c2ccncc2)cc1,0,4,-2%,3%,-7,0.5%,1%,-10,0%,9%,u
CC1Cn2c(nnc2-c2cc3ccccc3cc2O)S1 (configuration not stated),-11,-11,29%,3%,-5,0.3%,-11%,5,2%,1%,-9%
Cc1cc(O)c(-c2cc(C(=O)NCc3ccc4c(c3)OCO4)[nH]n2)cc1C,3,31[activator],14%,2%,-4,-0.5%,-9%,21,2%,0%,-2%
COc1cc(C)c(/C=C(\C#N)C(=O)Nc2cccc(C)c2)cc1C(C)C,-1,-3,-16%,0%,-1,0.2%,1%,-4,4%,-4%,-4%
Cc1cc(=O)oc2cc(O[C@@H]3O[C@H](CO)[C@@H](O)[C@H](O)[C@H]3O)ccc12,0,-3,-3%,9%,-7,-0.4%,x,-6,2%,6%,6%
O=C(OCC1OC(n2ccc(=O)[nH]c2=O)C(Cl)C1O)c1ccccc1 (configuration not stated),-2,11,7%,-2%,4,-0.2%,x,3,2%,3%,4%
Cc1sc2ncn(CC(=O)NCCCC(=O)N3CCN(Cc4ccc5c(c4)OCO5)CC3)c(=O)c2c1C,9,2,-3%,-1%,1,-0.2%,-4%,-10,7%,-4%,4%
CN(CC(=O)Nc1ccc(F)cc1)S(=O)(=O)c1ccc2c(c1)c(=O)n(C)c(=O)n2C,x,0,-8%,5%,3,-0.1%,x,4,0%,-2%,u
COc1ccc(C2C(C#N)=C(N)OC3=C2C(=O)CC(C)C3)c(OC)c1OC (configuration not stated),-4,-12,16%,-4%,5,0.0%,-12%,-3,1%,-4%,-6%
CCn1cc(C(=O)N2CCCC(C(=O)c3ccc4ccccc4c3)C2)cn1 (configuration not stated),10,-11,-9%,0%,-14,0.0%,-2%,-10,-3%,6%,2%
COc1ccc(C)cc1N=Nc1ccc(O)c2ncccc12,0,-13,2%,8%,-5,0.2%,-3%,-1,2%,3.5µM*,-6%
O=C1NCCOC(=O)[C@H](Cc2ccc(F)cc2)C/C=C\C[C@H]1CC(=O)N(CCO)Cc1ccccc1,x,9,-19%,x,-1,-0.1%,x,x,0%,-6%,0%
CC(C)N(C(=O)[C@H]1C[C@H](CC(=O)NCCCn2ccnc2)C(=O)N2CCc3c([nH]c4cc(-c5ccco5)ccc34)[C@]12C)C(C)C,x,16,6%,x,-11,-0.7%,x,u,4%,17%,u
COc1ccc(-c2c(-c3cc(OC)cc(OC)c3)n(C)c3ccc(-c4cccc5[nH]ccc45)cc23)cc1,x,9,6%,x,15,0.0%,x,4,-6%,8%,8%
c1cncc(CNc2ccc3c(c2)OCO3)c1,-21,16,6%,-2%,-1,0.2%,-3%,-23,3%,7%,0%
CC(C)n1c(O)c(N=NC(=O)Cn2ccc(C(F)(F)F)n2)c2ccccc21,0,18,4%,0%,9,-0.9%,1%,18,5%,0%,7%
CCN1CC2=C(OC(N)=C(C#N)C2c2cccs2)/C(=C\c2cccs2)C1 (configuration not stated),0,2,-6%,1%,9,0.4%,11%,-22,0%,-37%,-2%
Cc1ccc(C(=O)CSc2nccn2-c2ccccc2)cc1,0,8,4%,-1%,3,0.4%,11%,6,4%,-2%,2%
O=C(N1CCOCC1)N(Cc1ccccc1)c1ccccn1,1,5,-3%,-2%,-2,0.6%,-2%,-10,1%,-2%,-1%
c1cncc(-c2nc(NCC3CCCO3)c3ccccc3n2)c1 (configuration not stated),0,5,-13%,6%,3,-0.7%,-1%,13,-5%,7%,-4%
COc1cccc(CNC(=O)CCN2C(=O)[C@@H]3Cc4ccccc4CN3C2=O)c1,1,-13,-9%,1%,-6,-1.5%,x,32,1%,-1%,-2%
N#Cc1cc([N+](=O)[O-])ccc1NC(=O)COC(=O)C1CCC(=O)N1 (configuration not stated),x,-12,2%,x,15,-0.3%,x,-18,0%,-3%,0%

# Not a retest: entries from further up.
SMILES,Coupling enz,Giardia kill,Eya2 phos inh,GALK inh,hERG WT inh,B2AR arrestin,PKM2 act,KCNH2 3.1 block,USP2a inh,uPA generation,BCR signal inh
Cc1ccc(C(=O)CSc2nccn2-c2ccccc2)cc1,0,8,4%,-1%,3,0.4%,11%,6,4%,-2%,2%
O=C(N1CCOCC1)N(Cc1ccccc1)c1ccccn1,1,5,-3%,-2%,-2,0.6%,-2%,-10,1%,-2%,-1%
c1cncc(-c2nc(NCC3CCCO3)c3ccccc3n2)c1 (configuration not stated),0,5,-13%,6%,3,-0.7%,-1%,13,-5%,7%,-4%
COc1cccc(CNC(=O)CCN2C(=O)[C@@H]3Cc4ccccc4CN3C2=O)c1,1,-13,-9%,1%,-6,-1.5%,x,32,1%,-1%,-2%
N#Cc1cc([N+](=O)[O-])ccc1NC(=O)COC(=O)C1CCC(=O)N1 (configuration not stated),x,-12,2%,x,15,-0.3%,x,-18,0%,-3%,0%

# Source: PubChem
